MEKK2mut PB1 HTS – MEK5 binding signal on mutant MEKK2 PB1, primary screen, biochemical, multiplex bead flow cytometry, Alexa488-MEK5; actives 0.35% (n = 290,000); Alexa488-MEK5 binding to MEKK2 mutant; percent response, % at 10 µM; in the data active means percent response above about 24%, passing the limit was not always enough; further: inactives centre near 1; some results filed as inactive read as strong as hits; reference of the scale not given here
MEKK2wt PB1 HTS – modulators of MEK5 binding to wildtype MEKK2, primary screen, biochemical, multiplex bead flow cytometry, Alexa488-MEK5; Mitogen-activated protein kinase kinase kinase 2 (Homo sapiens), Q9Y2U5; Alexa488-MEK5 binding to MEKK2 WT; actives lie on both sides; binding response (% of control), % at 10 µM; actives 1.1% (n = 290,000); AID 1531, 2009; in the data active means binding response below about 67% or above about 130%
OXTR ag – human OXTR agonists, primary screen, fluorescence, CHO-OTR cells, Fluo-8 calcium. Oxytocin receptor (Homo sapiens), P30559. Fluo-8 calcium fluorescence; normalized: DMSO 0%, oxytocin 100%. activation, % at 3 µM. actives 0.32% (n = 320,000). AID 2435, 2010;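 active means activation above the mean of all tested compounds plus 3 SD, cutoff set per screening run, cut at about 20% in these data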;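 further: peak over basal fluorescence ratio from a 100 s FLIPR kinetic read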
GalR3 antagonist – GalR3 antagonists in HEK293 cells, primary screen, cell-based, fluorescence readout | Galanin receptor type 3 (Homo sapiens), O60755 | HEK293 GalR3-CNG cAMP membrane potential fluorescence; galR3 body fused to GalR1 C-terminus | inhibition, % at 3 µM | actives 0.44% (n = 360,000) | AID 651719, 2012;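 active means inhibition above the screen-wide average plus 3 SD, cut at about 13% in these data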;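 further: forskolin and galanin both at EC90 stimulate the cells; cAMP rise reported by CNG channel membrane potential dye signal; 0% = forskolin plus galanin with DMSO and 100% = forskolin alone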
Target sequence (O60755 1-299 limits assumed): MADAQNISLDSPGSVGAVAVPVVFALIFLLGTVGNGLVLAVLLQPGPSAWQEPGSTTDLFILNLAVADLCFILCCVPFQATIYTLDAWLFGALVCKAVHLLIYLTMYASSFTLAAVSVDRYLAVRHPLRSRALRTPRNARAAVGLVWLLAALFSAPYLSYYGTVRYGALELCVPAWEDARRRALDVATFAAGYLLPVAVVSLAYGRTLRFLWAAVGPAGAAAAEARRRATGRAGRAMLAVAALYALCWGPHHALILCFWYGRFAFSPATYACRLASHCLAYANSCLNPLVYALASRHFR
GPR7 antag – GPR7 receptor antagonists, primary screen, cell-based, fluorescence, single concentration; Neuropeptides B/W receptor type 1 (Homo sapiens), P48145; GPR7-expressing cells, fluorescence antagonist assay; inhibition, % at 4.4 µM; actives 1.1% (n = 290,000); AID 1861, 2009; in the data active means inhibition above about 16%, passing the limit was not always enough;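 further: cells stimulated with the agonist NPW; 0% = agonist with vehicle and 100% = vehicle without agonist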
Target sequence (P48145 whole entry, looked up): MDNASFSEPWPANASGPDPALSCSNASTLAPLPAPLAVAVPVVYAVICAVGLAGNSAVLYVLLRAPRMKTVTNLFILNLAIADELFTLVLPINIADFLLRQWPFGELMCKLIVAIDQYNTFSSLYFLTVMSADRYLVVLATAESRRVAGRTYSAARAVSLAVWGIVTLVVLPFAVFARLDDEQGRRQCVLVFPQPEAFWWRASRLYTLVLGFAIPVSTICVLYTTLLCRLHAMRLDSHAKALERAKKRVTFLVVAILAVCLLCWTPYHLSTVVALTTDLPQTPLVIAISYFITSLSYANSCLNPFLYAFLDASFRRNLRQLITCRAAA
V1aR counter – agonists of human V1a receptor, primary screen, counter-screen for OXTR agonist project, fluorescence, CHO-V1R cells | Vasopressin V1a receptor (Homo sapiens), P37288 | Fluo-8 calcium fluorescence, agonist mode; 0% DMSO, 100% 3 nM vasopressin | activation, % at 3 µM | actives 0.25% (n = 320,000);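 active means activation above the mean activation of all tested compounds plus 3 SD, per screening run, cut at about 20% in these data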;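 further: signal is peak over basal fluorescence ratio across a 100 second FLIPR read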
NALP1 inh – NALP1 inflammasome inhibitors in reconstituted yeast, colorimetric, S. cerevisiae, triplicate retest. S. cerevisiae NALP1/ASC/caspase-1 growth, X-gal OD620, 72 h. inhibition, % at 10 µM. actives 0.61% (n = 280,000). AID 2071, 2009; in the data active means inhibition mostly above about 24%, no sharp cut-off; inactive means mostly below about 32%; further: some compounds called inactive have numbers as strong as hits
MEKK3 PB1 HTS – modulators of MEKK3-MEK5 PB1 binding, primary screen, biochemical, wildtype MEKK3, multiplex bead flow cytometry, Alexa488-MEK5; binding response (% of control), % at 10 µM; actives 1.4% (n = 290,000); bead-based flow cytometry, Alexa488-MEK5 binding to MEKK3; actives lie on both sides; 0 = blocked by unlabeled MEK5, 100 = vehicle; Mitogen-activated protein kinase kinase kinase 3 (Homo sapiens), Q99759;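 active means binding response more than 3 SD above or below the average of its plate-row segment, actives on both sides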;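 further: Alexa488 bead fluorescence after subtracting the streptavidin-only scavenger bead signal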
PHOSPHO1 inh – PubChem AID 1565 | Phosphoethanolamine/phosphocholine phosphatase (Homo sapiens), Q8TCT1 | inhibition, % at 13.3 µM | actives 1.1% (n = 290,000) | recombinant PHOSPHO1, absorbance phosphatase assay; in the data active means inhibition above about 60%
Target sequence (Q8TCT1 whole entry, looked up): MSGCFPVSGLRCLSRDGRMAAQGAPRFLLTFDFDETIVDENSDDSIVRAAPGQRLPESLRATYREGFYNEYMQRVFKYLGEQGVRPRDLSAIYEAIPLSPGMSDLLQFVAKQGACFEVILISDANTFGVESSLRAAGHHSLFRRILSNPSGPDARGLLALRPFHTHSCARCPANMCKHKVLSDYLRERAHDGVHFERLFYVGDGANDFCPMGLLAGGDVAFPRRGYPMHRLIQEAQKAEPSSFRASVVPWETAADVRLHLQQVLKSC
Active calls of the source: *; . = not tested or not shown.

SMILES	MEKK2mut PB1 HTS	MEKK2wt PB1 HTS	OXTR ag	GalR3 antagonist	GPR7 antag	V1aR counter	NALP1 inh	MEKK3 PB1 HTS	PHOSPHO1 inh
O=C(c1ccccc1F)N(NC(=O)C(O)(c1ccccc1)c1ccccc1)c1ccccc1	13.0	111.0	-1.8	0.5	34.9*	-0.9	18.3	101.0	-63.4
CCNC(=S)N/N=C/c1ccc(-c2ccccc2)o1	0.0	100.0	-2.3	-10.2	-7.5	-1.1	9.9	92.0	3.4
COc1ccc(Sc2ccc(/C=C3\C(=O)NN(c4ccccc4)C3=O)o2)cc1	0.0	91.0	0.1	-10.8	-5.2	0.6	26.4	90.0	-4.0
Cc1c(NC(=O)c2cc(-c3ccc(Cl)cc3)on2)c(=O)n(-c2ccccc2)n1C	2.0	104.0	-0.9	1.5	10.8	0.4	3.2	102.0	36.0
CC1(C)CC2CC(C)(CN2C(=O)C23CCC(C)(C(=O)C2)C3(C)C)C1 (configuration not stated)	0.0	102.0	-2.4	-11.3	-8.4	0.1	28.9	128.0*	-12.1
CCOc1ccccc1NC(=O)c1cc(C(=O)Nc2ccccc2OCC)cc(N2C(=O)CCC2=O)c1	-1.0	98.0	-0.8	-4.6	1.7	0.2	10.3	99.0	49.8
Cc1ccc(C(=O)NCc2ccco2)cc1S(=O)(=O)Nc1cccc(C)c1C	2.0	98.0	-0.5	-8.7	-3.4	-0.5	34.1	102.0	26.8
CC(=O)Nc1nc2cc3c(cc2s1)OCCO3	-6.0	93.0	-1.5	.	-2.6	0.5	15.1	93.0	9.9
O=S(=O)(c1ccc(F)cc1)c1nc(-c2ccccc2)oc1N1CCOCC1	10.0	107.0	-0.5	-3.3	-9.2	-0.9	15.1	104.0	6.1
Cn1c(C(=O)NCc2cccs2)cc2oc3ccccc3c21	.	.	-2.5	-8.4	4.7	-0.8	15.5	.	6.8
COc1cc(C(=S)NCc2ccccc2)cc(Br)c1O	2.0	107.0	1.6	-5.9	-9.3	2.1	3.5	104.0	0.9
COc1ccc(NC(=O)CC2C(=O)NC3CCCCC3N2C(=O)c2ccc(F)cc2)cc1 (configuration not stated)	1.0	95.0	4.6	-8.5	-10.0	8.0	8.7	97.0	37.0
CNC(=O)CSc1nc2ccccc2c(=O)n1C1CCCCC1	-2.0	98.0	-1.5	-13.1	2.6	-1.0	21.2	100.0	19.1
O=C(COC(=O)c1cccnc1Cl)Nc1nc(-c2ccccc2)cs1	12.0	115.0	6.6	-12.9	-1.3	10.0	19.5	98.0	3.5
COC(=O)CNC(=O)c1cccs1	11.0	106.0	0.6	6.1	-1.1	1.9	4.2	106.0	-69.6
COCCn1c(=O)c2c(nc3n2CCCN3Cc2ccccc2)n(C)c1=O	3.0	110.0	0.6	-8.9	-12.5	-1.3	2.2	102.0	47.9
O=C(Nc1ccc(S(=O)(=O)N2CCCC2)cc1)C1CC(=O)N(c2ccccc2)C1 (configuration not stated)	0.0	97.0	0.1	-1.9	9.2	-0.2	-5.2	96.0	-126.4
Cc1cc2c(cc1S(=O)(=O)N1CCN(c3cccc(C(F)(F)F)c3)CC1)OCC(=O)N2	-1.0	98.0	0.3	-5.3	-11.1	0.5	17.3	100.0	26.1
CCC(C)NC(=O)Nc1ccc2c(c1)N(C)C(=O)c1ccccc1S2 (configuration not stated)	-2.0	99.0	0.2	-4.2	8.5	0.9	7.6	96.0	-10.9
COc1ccc(-c2noc(C3CCCN(C(=O)c4c(F)cccc4F)C3)n2)cc1OC (configuration not stated)	2.0	99.0	0.6	4.5	-9.3	1.7	4.7	100.0	-13.2
N#C/C(=C(/O)COC(=O)Cc1c[nH]c2ccccc12)c1nc2ccccc2[nH]1	-3.0	94.0	0.2	-3.3	-3.5	-0.8	5.7	96.0	23.5
O=C(N/N=C/c1cn(-c2ccccc2)nc1-c1cccs1)c1ccc(Cl)cc1	2.0	112.0	-0.6	-10.5	5.2	-0.1	17.4	106.0	-9.0
CC1CC(C)CN(c2ccc(-n3cnnn3)cc2[N+](=O)[O-])C1 (configuration not stated)	4.0	101.0	-3.0	-2.4	-9.2	-1.9	13.1	104.0	60.1*
COC(=O)COc1cc(OCC(=O)OC)c2c(-c3ccccc3)cc(=O)oc2c1	5.0	105.0	-2.6	-8.3	-4.3	-0.4	.	104.0	.
Cc1ccc(C(=O)N/N=C/c2nc3ccccc3n2C)cc1	4.0	103.0	-0.7	2.7	-6.4	-1.0	22.9	105.0	45.9

Another view of part of the listing above.
mol,MEKK2mut PB1 HTS,MEKK2wt PB1 HTS,OXTR ag,GalR3 antagonist,GPR7 antag,V1aR counter,NALP1 inh,MEKK3 PB1 HTS,PHOSPHO1 inh
CC1(C)CC2CC(C)(CN2C(=O)C23CCC(C)(C(=O)C2)C3(C)C)C1 (configuration not stated),0.0,102.0,-2.4,-11.3,-8.4,0.1,28.9,128.0*,-12.1
O=S(=O)(c1ccc(F)cc1)c1nc(-c2ccccc2)oc1N1CCOCC1,10.0,107.0,-0.5,-3.3,-9.2,-0.9,15.1,104.0,6.1
O=C(N/N=C/c1cn(-c2ccccc2)nc1-c1cccs1)c1ccc(Cl)cc1,2.0,112.0,-0.6,-10.5,5.2,-0.1,17.4,106.0,-9.0
Cn1c(C(=O)NCc2cccs2)cc2oc3ccccc3c21,.,.,-2.5,-8.4,4.7,-0.8,15.5,.,6.8

Going on with the list.
SMILES	MEKK2mut PB1 HTS	MEKK2wt PB1 HTS	OXTR ag	GalR3 antagonist	GPR7 antag	V1aR counter	NALP1 inh	MEKK3 PB1 HTS	PHOSPHO1 inh
O=C(NCc1ccccc1)c1cccc(COc2ccc(Cl)cc2)c1	3.0	112.0	4.2	-6.8	-12.2	3.9	15.5	108.0	-0.7
O=C(COC(=O)c1cccc(S(=O)(=O)N2CCc3ccccc32)c1)Nc1ncc(C(F)(F)F)cc1Cl	9.0	102.0	0.9	-4.4	-4.7	1.5	18.5	87.0	-7.9
O=C1C(Cc2c[nH]c3ccccc23)NC(=S)N1Cc1ccccc1 (configuration not stated)	1.0	104.0	1.1	-2.5	-4.3	1.6	-3.1	80.0	-20.7
CCCN(CCC)CCCNC(=O)c1cn(C)c2ccc(S(=O)(=O)N(C)C3CCCCC3)cc2c1=O	6.0	103.0	-0.2	-2.9	-3.1	-1.0	17.3	100.0	11.9
COc1ccc(C2/C=C\CN(CC3CC3)CC(=O)N2Cc2ccc(F)cc2)cc1 (configuration not stated)	8.0	135.0	-0.7	-3.9	.	-0.8	9.4	116.0	17.7
O=C(NNC(=O)c1ccco1)c1cccc([N+](=O)[O-])c1	3.0	103.0	0.7	-6.6	0.9	0.3	0.1	104.0	8.9
Cc1ccc(/C=N/NC(=O)CSc2nc3ccccc3s2)o1	-2.0	98.0	3.1	0.2	-4.7	4.7	27.0	101.0	9.8
Cc1cc(C)c2c(CN3CCN(Cc4ccccc4)CC3)cc(=O)oc2c1C	5.0	107.0	-0.3	-10.3	-8.8	-0.1	18.9	103.0	31.6
N#Cc1c(NC(=O)CSc2n[nH]c(N)n2)oc(-c2ccccc2)c1-c1ccccc1	5.0	104.0	-1.3	-2.6	0.6	0.9	-8.9	103.0	45.1
COc1ccc(NC(=O)CN2CCN(c3ccc(C)cc3C)CC2)cc1	1.0	102.0	-1.6	-8.6	-15.1	2.3	7.3	100.0	28.7
CCOC(=O)[C@@H]1[C@H]2COc3ccccc3[C@@H]2N2C(=O)N(c3ccc(Cl)cc3)C(=O)[C@@]12C	-1.0	106.0	1.2	-6.5	5.9	-0.4	-6.8	105.0	-7.3
CC1(C)Cc2ccccc2-c2nc3n(c(=O)c21)CCCS3	-2.0	97.0	-1.3	-3.9	-6.7	-0.2	-3.1	95.0	24.5
Cc1csc(/C(=N\O)c2csc(C)n2)n1	-7.0	88.0	-1.1	-9.7	4.6	0.1	11.9	86.0	-55.9
COc1ccccc1-n1c(SCC(=O)O)nc2c(sc(=S)n2-c2ccccc2C)c1=O	13.0	108.0	0.2	-15.3	-1.2	0.6	4.4	110.0	46.3
CCOc1ccc(C2/C(=C(/O)c3ccc4c(c3)CC(C)O4)C(=O)C(=O)N2CCCn2ccnc2)cc1 (configuration not stated)	0.0	104.0	0.8	-5.2	-6.1	1.0	-11.5	98.0	23.5
COc1ccc(OCC(=O)Nc2ccc(N3CCC(C)CC3)cc2)cc1	-11.0	91.0	-0.5	1.9	-11.5	0.7	9.0	94.0	20.0
COc1cccc(NC(=S)N2CCCC2c2ccc(OC)c(OC)c2)c1 (configuration not stated)	0.0	102.0	1.5	-4.0	-13.7	2.2	-4.7	100.0	-3.7
CC(C)Cn1nc(NC(=O)C2CCCO2)c2cc3ccccc3nc21 (configuration not stated)	.	.	-0.8	-0.8	0.1	1.6	21.9	.	5.7
O=Cc1nc(-c2ccccc2Cl)n2ccccc12	-2.0	94.0	0.4	-5.8	-7.6	-0.6	27.0	96.0	-20.7
CCN1C(=O)/C(=C/C=C2/CCCN2C)OC1=S	-7.0	90.0	1.9	1.2	-10.2	2.4	12.7	101.0	24.8
O=C(N/N=C/c1ccco1)c1cccc(NC(=O)c2ccccc2Cl)c1	3.0	97.0	3.0	-12.1	3.1	7.2	-1.2	101.0	31.9
C#CCOn1c(-n2nc(C)cc2C)nc2ccccc2c1=O	-3.0	103.0	-0.6	4.5	9.9	0.6	18.6	104.0	.
COC(=O)Nc1ccc(S(=O)(=O)N2CCCCC2C(=O)O)cc1 (configuration not stated)	-22.0	71.0	1.4	-5.2	6.3	0.5	-5.4	75.0	17.9
O=C(O)C1=C[C@@H](c2ccc(Br)cc2)C[C@@H](OCc2ccc(CO)cc2)O1	2.0	97.0	-1.3	-2.1	-8.3	-0.6	4.8	99.0	21.9
Cc1ccc(C(=O)N2CCCC(CCC(=O)N3CCN(c4ccccn4)CC3)C2)s1 (configuration not stated)	0.0	103.0	-1.6	-4.5	-6.7	-0.3	3.5	105.0	28.1
Next part
SMILES	MEKK2mut PB1 HTS	MEKK2wt PB1 HTS	OXTR ag	GalR3 antagonist	GPR7 antag	V1aR counter	NALP1 inh	MEKK3 PB1 HTS	PHOSPHO1 inh
Fc1ccc(NC(=S)NCCc2ccc(Cl)cc2)cc1	-3.0	97.0	4.4	-3.5	-9.1	5.5	-2.7	90.0	5.9
COc1ccc(CNC(=O)C2=C(C)C(=O)OC23CCC(C)CC3)cc1 (configuration not stated)	10.0	114.0	-1.6	.	-0.1	0.4	34.3	112.0	19.5
CCOc1cc(C(=O)Nc2cccc3ncccc23)cc(OCC)c1OCC	-5.0	95.0	-0.8	-7.1	-1.4	-0.8	-6.8	96.0	8.5
CCCOc1cccc(C(=O)N(Cc2ccco2)C2CCS(=O)(=O)C2)c1 (configuration not stated)	9.0	104.0	-1.2	-3.9	-4.4	-0.1	2.1	104.0	6.7
Cc1ccc(Sc2ccc([N+](=O)[O-])cc2[N+](=O)[O-])nc1	0.0	108.0	-2.1	0.0	-9.2	-0.2	18.2	111.0	14.1
CC1(C)Cc2c(C#N)c(N3CCN(C(=O)c4ccco4)CC3)nc(Cc3ccccc3)c2CO1	-2.0	93.0	-1.9	-3.5	11.1	1.1	-1.7	96.0	1.8

Compound activity from PubChem.
